FAK inh = FAK (human) kinase inhibition; Q05397; biochemical FAK kinase activity assay; inhibition, %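 (tested at 7 µM)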; 97,000 tested, 0.84% active; in the data active = inhibition above about 19%;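 note: 0% = DMSO and 100% = reference compound high control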
PLK1 PBD inh = blocks phosphopeptide binding to human Plk1 polo box domain; inhibition, %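 (tested at about 20 µM)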; 97,000 tested, 0.13% active; Plk1 PBD phosphopeptide binding, fluorescence polarization; in the data active = inhibition above about 34%, passing the limit was not always enough
Target sequence (P53350 whole entry, looked up, the tested form may be a part): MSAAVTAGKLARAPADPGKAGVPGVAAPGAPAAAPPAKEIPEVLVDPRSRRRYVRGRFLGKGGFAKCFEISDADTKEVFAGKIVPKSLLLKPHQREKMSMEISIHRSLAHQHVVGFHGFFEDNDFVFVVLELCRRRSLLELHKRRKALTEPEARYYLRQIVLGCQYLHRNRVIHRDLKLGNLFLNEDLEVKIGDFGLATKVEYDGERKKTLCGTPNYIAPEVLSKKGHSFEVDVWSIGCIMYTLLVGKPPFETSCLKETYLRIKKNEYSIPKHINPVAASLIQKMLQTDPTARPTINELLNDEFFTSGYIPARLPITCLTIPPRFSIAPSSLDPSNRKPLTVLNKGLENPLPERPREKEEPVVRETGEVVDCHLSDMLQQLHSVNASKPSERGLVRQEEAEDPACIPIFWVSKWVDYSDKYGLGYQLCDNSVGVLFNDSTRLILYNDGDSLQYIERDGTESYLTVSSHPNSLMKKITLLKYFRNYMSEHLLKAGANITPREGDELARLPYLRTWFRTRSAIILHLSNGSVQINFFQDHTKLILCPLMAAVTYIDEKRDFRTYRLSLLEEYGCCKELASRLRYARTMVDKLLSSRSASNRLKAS
CD11b adhes enh = CD11b/CD18-fibrinogen binding enhancement. AID 1499. 93,000 tested, 0.07% active. activation, % at 10 µM. P05107+P11215. K562 CD11b/CD18 adhesion to fibrinogen, ATPlite luminescence;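 active = 10 µM primary screen giving 50% or more activity, confirmed by 40% or more on retest at that dose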; note: strong numbers were not always called active
ERa coact inh = blocks coactivator binding to human estrogen receptor alpha. TR-FRET ER-alpha LBD / SRC-1 peptide, estradiol-bound. inhibition, % at 25.6 µM. 86,000 tested, 1.7% active. AID 629; in the data active = inhibition above about 50%;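 note: 0% = receptor plus peptide control and 100% = peptide only without receptor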
HIV Rev-RRE inh = HIV Rev-RRE protein-RNA interaction inhibition; P05866; inhibition, % at 8 µM; 97,000 tested, 0.79% active; Rev peptide-RRE RNA binding, FRET; AID 704;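 active = inhibition above the screen-wide mean plus 3 SD, cut at about 35% in these data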;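 note: 0% = median DMSO wells and 100% = median Neomycin B control wells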
Target sequence (P05866 whole entry, looked up): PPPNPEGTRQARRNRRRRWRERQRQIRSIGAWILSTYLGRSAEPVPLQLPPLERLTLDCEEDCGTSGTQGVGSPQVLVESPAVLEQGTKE
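Test system – labelled RRE RNA duplex and labelled Rev peptide · Signal – fluorescein-to-Cy5 FRET, 480 nm excitation · Evaluation – % inhibition of FRET ratio versus controls · Benchmarks – DMSO low control, neomycin B high control · Incubation – 5 min RNA-compound premix plus 15 min binding step, 25 °C · Medium – HEPES pH 7.5 salt buffer with EDTA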
Mac1 fbg inh = blocks human CD11b/CD18 adhesion to fibrinogen. AID 1497. 93,000 tested, 0.54% active. inhibition, % at 10 µM. K562 CD11b/CD18 adhesion to fibrinogen, ATPlite luminescence; Mn2+ added to activate the integrin. P05107+P11215;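 active = primary inhibition of 50% or more at 10 µM, then 40% or more on retest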; note: some results filed as inactive read as strong as hits
PLK1 inh = PLK1 (human) kinase inhibition | recombinant PLK1 kinase, TR-FRET peptide phosphorylation | inhibition, % at 10 µM | 97,000 tested, 0.53% active | P53350;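 active = inhibition of 50% or more in the single-concentration screen; inactive = inhibition below 50%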;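 note: 0% = DMSO max control and 100% = H-89 dihydrochloride min control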
ERb SRC1 inh = blocks coactivator binding to human estrogen receptor beta; 86,000 tested, 1.3% active; Q92731; inhibition, % at 25.6 µM; TR-FRET ER-beta LBD / SRC1-Cy5 peptide binding; receptor agonist-loaded with 1 µM estradiol;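 active = compounds whose percent inhibition of the receptor-coactivator binding signal exceeds about 50% in the single-dose screen, limit read from the data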;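 note: 0% = receptor plus peptide wells without compound and 100% = peptide-only wells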
ERa SRC1 pot = ER-alpha (human) coactivator binding potentiation. TR-FRET ERalpha-LBD/SRC-Cy5 coactivator binding, 2 h; 100 = basal binding, no effect. coactivator binding (% of control), % at 25.6 µM. 86,000 tested, 1.3% active; in the data active = activity above about 200%;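 note: binding measured in presence of low estradiol as agonist stimulus; 0% = peptide alone without receptor and 100% = receptor with peptide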
Numbers without * were called inactive; / = not tested or not shown; [ ] = remark or other dose.

item	smiles	FAK inh	PLK1 PBD inh	CD11b adhes enh	ERa coact inh	HIV Rev-RRE inh	Mac1 fbg inh	PLK1 inh	ERb SRC1 inh	ERa SRC1 pot
1	CCC(C)NC(=O)C1CCC(=O)N1Cc1ccc(C)cc1 (stereo not drawn)	-2	29	-2	7	5	10	-5	4[fluorescence artefact?]	120
2	CCN1CCN(C(=S)c2ccc(Br)cc2)CC1	-1	-12	3	/	3	-8	-6	/	/
3	Cc1ccc(S(=O)(=O)N2CCCC2C(=O)N(C)Cc2cccs2)cc1 (stereo not drawn)	2	-12	5	-1	3	-6	-3	1	127
4	Cc1cc(C(=O)OCc2nc3ccccc3s2)c(C)o1	-9	-5	0	-5	10	-1	-2	-5	107
5	Cc1ccc(NC(=O)Cn2cccc2)cc1C	1	-8	/	0	4	/	6	-11	108
6	O=C(CN1CCSCC1)N/N=C/c1ccccc1F	3	5	1	-5	3	-3	-2	-1	95
7	CCOCCCn1c(-c2ccc(Cl)cc2)n[nH]c1=S	-1	-3	-1	-10	4	-14	-6	-1	103
8	O=C1CC(SCCO)C(=O)N1c1ccc(Oc2ccccc2)cc1 (stereo not drawn)	7	-13	1	-1	7	-22	-6	32	96
9	CC(=O)N1CCc2cc(S(=O)(=O)NC(Cc3ccccc3)C(=O)Nc3cc(C)ccn3)ccc21 (stereo not drawn)	0	-6	2	-2	-3	-29	-6	1	106
10	Cc1ccccc1-n1c(Cn2c(=O)sc3ccccc32)nnc1SCC(N)=O	/	/	-2	-3	/	22	/	-9	135
11	Cc1ccc(CCNC(=O)CN(C)S(=O)(=O)c2ccc3c(c2)c(=O)n(C)c(=O)n3C)cc1	-2	2	3	2	2	5	-15	-8	113
12	O=C1NC2(CCCCC2)N=C1c1ccccc1	-6	-8	-4	-12	0	-19	-6	-3	111[fluorescence artefact?]
13	Cc1nc(NCc2ccc3c(c2)OCO3)c2nnn(Cc3ccccc3)c2n1	/	/	-1	63*[fluorescence artefact?]	/	-14	/	27[fluorescence artefact?]	154[fluorescence artefact?]
14	Cc1cccc(-n2ncc3c(N4CCCc5ccccc54)ncnc32)c1	0	-33	-2	3	8	33	-21	-10	105
15	c1ccc(CCn2c(C3CC3)nc3ccccc32)cc1	4	4	-4	4	-1	-11	-4	5	105
16	CC1(C)CC(=O)c2sc(NC(=O)CCS(=O)(=O)c3ccccc3)nc2C1	-3	10	1	2	5	22	-20	1[fluorescence artefact?]	101
17	Cc1ccc(C(=O)Nc2ccc3c(c2)OCO3)cc1S(=O)(=O)N1CCCC1	-3	-20	/	0	3	/	-3	1	107
18	C=CCNC(=O)/C(=C\c1ccc2c(c1)OCO2)NC(=O)c1ccc(Br)cc1	-3	8	/	/	-2	/	-10	/	/
19	CCOC(=O)C1=C(C)NC(=O)C(C#N)C1c1ccco1 (stereo not drawn)	0	-2	1	-2	4	-6	-8	-4	108
20	CC1(C)CC(=O)C2=C(C1)OC(=O)C2(NC(=O)c1cccs1)C(F)(F)F (stereo not drawn)	-3	-5	0	21	5	-3	-14	26	107
21	CCOc1ccc(N(CC(=O)O)S(=O)(=O)c2cccnc2)cc1	-1	-11	1	-7	6	-8	-18	-2	106
22	Cc1nc(NC(=O)c2ccco2)sc1-c1csc(Nc2ccc(Cl)cc2Cl)n1	9	11	/	/	4	/	-8	/	/
23	O=C(Nc1ccccc1-c1nnn(CC(=O)N2CCN(c3ccccc3)CC2)n1)c1cccs1	1	12	-1	6[fluorescence artefact?]	0	5	-3	9[fluorescence artefact?]	120
24	COc1ccc(/C=N/Nc2nc3ccccc3o2)cc1O	3	-5	0	/	-2	-18	-11	/	/
25	CN(C)c1ccc(N/C=C/C(=O)c2ccco2)cc1	1	12	4	19[fluorescence artefact?]	27	27	1	15	83[fluorescence artefact?]
26	CC(=O)c1nn(-c2cccc(Br)c2)cc1C(=O)c1ccccc1	3	10	1	/	7	-12	4	/	/
27	O=C(CN(Cc1ccccc1F)C(=O)c1ccco1)NCc1ccc(F)cc1	2	-2	-1	4[fluorescence artefact?]	5	-6	-14	0[fluorescence artefact?]	119
28	COc1cccc(CNC(=O)C2CCCN(c3nn4c(=O)cc(C)nc4s3)C2)c1 (stereo not drawn)	/	/	1	-10	/	5	/	8	111
29	Cn1c(SCC(=O)NC2CC2)nnc1-c1ccco1	/	/	2	3	/	-13	/	-9	103
30	CC(C)OC(=O)c1c(NC(=O)c2cnn3c2NC(c2ccccc2)CC3C(F)(F)F)sc2c1CCCC2 (stereo not drawn)	1	5	-5	/	20	4	-8	/	/

Entries 29–30 from above:
item	smiles	FAK inh	PLK1 PBD inh	CD11b adhes enh	ERa coact inh	HIV Rev-RRE inh	Mac1 fbg inh	PLK1 inh	ERb SRC1 inh	ERa SRC1 pot
29	Cn1c(SCC(=O)NC2CC2)nnc1-c1ccco1	/	/	2	3	/	-13	/	-9	103
30	CC(C)OC(=O)c1c(NC(=O)c2cnn3c2NC(c2ccccc2)CC3C(F)(F)F)sc2c1CCCC2 (stereo not drawn)	1	5	-5	/	20	4	-8	/	/

(continued)
item	smiles	FAK inh	PLK1 PBD inh	CD11b adhes enh	ERa coact inh	HIV Rev-RRE inh	Mac1 fbg inh	PLK1 inh	ERb SRC1 inh	ERa SRC1 pot
31	COc1ccc(-c2nc(CS(=O)CC(=O)NCc3ccccn3)c(C)o2)cc1 (stereo not drawn)	2	6	/	-6	27	/	-9	-3	113
32	O=S(=O)(NCc1cccnc1)c1ccccc1	0	-2	-1	-1	5	1	2	-11	104
33	COc1ccc(OC)c2[nH]c(=O)c(CCNC(=O)c3cc4ccccc4o3)cc12	/	/	-2	-1	/	-40	/	-5	103
34	CC/C(C)=C1\SC(N2CCN(c3cccc(C(F)(F)F)c3)CC2)=NC1=O	-1	-10	/	1	-2	/	-3	-5	103
35	O=C(O)c1ccc(NS(=O)(=O)c2cc(C(=O)O)ccc2Br)cc1	14	-3	-2	-22	9	-38	-8	-17	110
36	N#Cc1cc(Oc2ccccc2)c(-n2nnc3ccccc32)cc1C#N	2	-7	/	-8	2	/	-7	15	137
37	Cc1cccc(Cc2c(C)nc3c(C(=O)N4CCN(Cc5ccc6c(c5)OCO6)CC4)cnn3c2C)c1	-3	-4	/	0[fluorescence artefact?]	3	/	-9	-1[fluorescence artefact?]	96
38	Cc1ccc2c(c1)nnn2C1CCN(S(=O)(=O)c2ccc(C(=O)NC3CCCC3)cc2)CC1	/	/	-4	-2	/	11	/	-4	118
39	Cc1cc(NC(=O)COC(=O)CSCc2ccc(Cl)c(Cl)c2)no1	-2	10	4	6[fluorescence artefact?]	15	-3	2	16[fluorescence artefact?]	85
40	COc1ccc(OCC(O)Cn2ccnc2C)cc1 (stereo not drawn)	1	27	/	0	4	/	-12	-2	107
41	COc1ccc(C(=O)c2ccc(Cl)cc2Cl)cc1	2	7	0	-5	17	7	-4	-6	103
42	O=C(CC1C(=O)N(c2ccc(F)cc2)C(=O)N1Cc1ccccn1)Nc1ccccc1 (stereo not drawn)	-2	-17	1	-1	7	7	6	-18	93
43	O=C1[C@@H]2C(c3ccccc3Cl)=NO[C@@H]2C(=O)N1Cc1ccccc1	3	-7	-2	-8	2	-5	-8	-4	106
44	C=CCOc1ccccc1CNCc1cccnc1	0	-11	1	-5	6	-16	-2	-6[fluorescence artefact?]	132
45	COC(=O)c1ccccc1NC(=O)CN1CCOCC1	-1	-4	-5	7	2	13	-12	1[fluorescence artefact?]	98
46	CC(=Nc1ccc(O)cc1)c1sc2ccccc2c1O	0	-36	8	2	42*	-46	-6	5	103[fluorescence artefact?]
47	CC(SCc1ccccc1)C(=O)Nc1ccc2c(c1)OCO2 (stereo not drawn)	1	-16	-4	6	2	9	2	1	88[fluorescence artefact?]
48	CCOC(=O)c1nc(Nc2ccccc2)c2ccccc2n1	-2	-10	-1	-5	8	-53	2	2	105
49	COC(=O)c1ccc(NC(=O)C23CC4CC(C2)CC(n2cncn2)(C4)C3)cc1	1	-16	/	-28	7	/	-11	-31[fluorescence artefact?]	111[fluorescence artefact?]
50	O=C(CSc1nc(O)cc(=O)[nH]1)Nc1ccc2c(c1)CCC2	-3	-23	4	7	10	-11	-6	0	94
51	CCCc1cc(-c2n[nH]c(=S)n2Cc2ccccc2)cs1	0	28	4	/	0	4	-16	/	/
52	CNC(=O)c1cc2c(ccc3ccccc32)oc1=N	1	-16	/	/	13	/	-6	/	/
53	COc1ccc(CSc2nnnn2C)cc1F	4	16	-4	-10	3	30	-18	0	116
54	Cc1cccc2cc(CN(Cc3cccnc3)C(=O)c3ccncc3)c(=O)[nH]c12	/	/	5	3[fluorescence artefact?]	/	-17	/	-1[fluorescence artefact?]	106
55	NCCc1nnc(SCC(N)=O)o1	-2	-3	-2	/	-1	-7	-8	/	/
56	CCN(CC(=O)NCc1ccc(F)cc1)C(=O)C1CCN(C(=O)Nc2ccccc2)CC1	/	/	-3	0	/	3	/	-3	133
57	OC(CC1CC12c1ccccc1-c1ncccc12)(c1ccccc1)c1ccccc1 (stereo not drawn)	3	1	-2	8	14	-1	-7	2[fluorescence artefact?]	108[fluorescence artefact?]
58	CC(C)(C)c1ccc(C(=O)NCc2cccnc2)cc1	5	-9	-1	-3	7	-8	-2	-3[fluorescence artefact?]	132
59	COC(=O)c1ccccc1NC(=S)NC(=O)COc1ccccc1Cl	0	32	2	/	1	2	-7	/	/
60	C/C(=N\NS(=O)(=O)c1ccc(Cl)c([N+](=O)[O-])c1)c1ccc(C)o1	0	-20	-2	11	6	4	-15	12	98
61	COc1cccc(C(=O)N2CCN(C(=O)c3cccs3)CC2)c1OC	0	-11	-3	6	8	-6	-14	13	109
62	Cc1ccc(CNn2cnnc2SCC(=O)NC(C)(C)C)cc1	-3	-3	0	0	2	-1	2	-4	117
63	CC(=O)c1ccc(N2CCN(c3ncc(C(F)(F)F)cc3Cl)CC2)cc1	2	-23	1	-1	11	-2	-9	-5	114
64	O=C(CSc1ncnc2c1oc1ccccc12)NCc1ccc(F)cc1	-7	14	2	49[fluorescence artefact?]	-4	14	-10	57*[fluorescence artefact?]	784*[fluorescence artefact?]
65	CON(C)c1nc(OCCNC(=O)OCc2ccc(Cl)cc2Cl)nc(N(C)C)n1	-11	-1	/	/	-4	/	-9	/	/

Hits appear at their usual frequency. About 4.7% of those tested had a hit in this group.
